# ATG4B inhibitor: ATG4B protease inhibitors, primary screen, biochemical, fluorescence, uHTS; Cysteine protease ATG4B (Homo sapiens), Q9Y4P1; ATG4B cleavage of LC3-PLA2, NBD-HPC fluorescence, 1 h; inhibition, % at 8.33 µM; 0.51% of 340,000 active; AID 504462, 2011; in the data active means inhibition above about 40%
# beta cell repl: inducers of MIN6 beta-cell proliferation, primary screen, ATP luminescence, uHTS. MIN6 cells proliferation, ATPlite luminescence, 48 h; cells starved in 0.2% serum; 100% = growth in 10% serum. proliferation, % at 10 µM. 0.29% of 330,000 active. AID 2380, 2010;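 active means compounds whose signal lies at least 3.5 SD above the mean of all wells on their plate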;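 further: 0% = DMSO-treated cells in low-serum medium and 100% = 10% serum control; some compounds called inactive have numbers as strong as hits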
# hIAP block: human IAP inhibitors, primary screen, biochemical, luminescence, uHTS | 0.12% of 330,000 active | Intestinal-type alkaline phosphatase (Homo sapiens), P09923 | purified IAP, CDP-Star luminescence, 30 min | inhibition, % at 10 µM;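 active means inhibition reaching a set limit with compound at 10 µM in the primary screen, cut at about 35% in these data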;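 further: plate controls were DMSO wells with enzyme for no effect and no-enzyme buffer wells for full effect; values of inactives mirror those of a sister screen read the other way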
# Target sequence (P09923 whole entry, looked up): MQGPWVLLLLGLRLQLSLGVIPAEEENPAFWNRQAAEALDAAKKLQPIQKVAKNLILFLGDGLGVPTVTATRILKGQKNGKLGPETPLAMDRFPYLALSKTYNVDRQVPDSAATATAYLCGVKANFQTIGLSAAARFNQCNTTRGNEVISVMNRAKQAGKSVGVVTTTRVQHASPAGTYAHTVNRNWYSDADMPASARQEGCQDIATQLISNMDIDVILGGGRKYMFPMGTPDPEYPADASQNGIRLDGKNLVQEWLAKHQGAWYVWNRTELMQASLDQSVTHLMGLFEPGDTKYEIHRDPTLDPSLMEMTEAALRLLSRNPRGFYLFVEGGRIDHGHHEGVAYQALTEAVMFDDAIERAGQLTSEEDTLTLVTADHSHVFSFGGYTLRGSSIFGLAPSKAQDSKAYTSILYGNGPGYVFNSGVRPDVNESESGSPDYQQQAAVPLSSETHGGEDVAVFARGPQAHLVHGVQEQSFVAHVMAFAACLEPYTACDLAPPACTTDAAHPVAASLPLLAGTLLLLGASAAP
# APOBEC3G inh: APOBEC3G DNA deaminase inhibitors, primary screen, biochemical, fluorescence, single-stranded DNA substrate, uHTS | DNA dC->dU-editing enzyme APOBEC-3G (Homo sapiens), Q9HC16 | recombinant A3G, ssDNA deamination FAM/TAMRA fluorescence | inhibition, % at 20 µM | 0.28% of 330,000 active;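 active means inhibition of at least 40% at 20 µM, with no more than 30% in the related APOBEC3A deaminase screen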;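 further: plate controls were DMSO wells with A3G for no effect and wells lacking A3G enzyme for full effect; some compounds called inactive have numbers as strong as hits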
# MPTP block: mitochondrial permeability transition pore inhibitors, primary screen, biochemical, isolated mouse mitochondria, absorbance. inhibition, % at 10 µM. Ca2+ swelling absorbance, 30 min. 1.4% of 360,000 active;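 active means inhibition of 50% or more, scaled per plate between neutral and stimulator controls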;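 further: 0% = DMSO wells given calcium and 100% = 1 mM EGTA wells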
# A3A deaminase: APOBEC3A ssDNA deaminase inhibitors, primary screen, selectivity assay for APOBEC3G inhibitor project, biochemical, FAM/TAMRA oligo cleavage fluorescence; DNA dC->dU-editing enzyme APOBEC-3A (Homo sapiens), P31941; recombinant A3A, FAM/TAMRA ssDNA deamination fluorescence; inhibition, % at 20 µM; 0.41% of 330,000 active; AID 493011, 2011;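 active means at least 40% inhibition at 20 µM here, with at most 30% in a related deaminase screen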;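 further: plate controls were A3A with DMSO for no effect and wells lacking A3A enzyme for full effect; some results filed as inactive read as strong as hits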
# Target sequence (P31941 whole entry, looked up): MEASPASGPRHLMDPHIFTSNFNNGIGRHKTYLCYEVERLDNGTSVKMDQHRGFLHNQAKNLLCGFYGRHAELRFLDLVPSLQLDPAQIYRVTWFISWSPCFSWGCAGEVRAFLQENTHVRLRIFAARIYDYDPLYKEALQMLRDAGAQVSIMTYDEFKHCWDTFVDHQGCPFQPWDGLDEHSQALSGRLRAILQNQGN
# mIAP block: inhibitors of mouse IAP, primary screen, biochemical, luminescence, uHTS | inhibition, % at 10 µM | purified mouse IAP, CDP-Star luminescence, 30 min | 0.2% of 330,000 active | intestinal alkaline phosphatase [Mus musculus] | AID 2806, 2010;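 active means inhibition of at least 40% at 10 µM in the primary screen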;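 further: plate controls were DMSO with enzyme for no effect and no enzyme wells for full effect; values of inactives mirror those of a sister screen read the other way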
# hIAP activ: human IAP activators, primary screen, biochemical, luminescence, uHTS | activation factor at 10 µM | 0.16% of 330,000 active | purified human IAP, CDP-Star luminescence, 30 min; active compounds read high; 1 = vehicle-only enzyme, 0 = enzyme-free background;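 active means activation factor of the enzyme at least 2-fold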; further: the source names both 10 and 20 µM as test concentration; values of inactives mirror those of a sister screen read the other way
# mIAP activ: activators of mouse IAP, primary screen, biochemical, luminescence, uHTS; muIAP, CDP-Star luminescence, 30 min; active compounds read high; 1 = vehicle-only enzyme signal, 0 = enzyme-free wells; activation factor at 10 µM; 0.24% of 330,000 active; AID 2805, 2010;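 active means activation factor of at least 2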; further: the source names both 10 and 20 µM as test concentration; values of inactives mirror those of a sister screen read the other way
#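 System: Mouse IAP enzyme | Also added: CDP-Star substrate | Dosing: Compounds dispensed in DMSO | Schedule: 30 min enzyme-substrate-compound incubation at room temperature | Technique: Chemiluminescence readout | Control set: DMSO-only wells and no-enzyme negative control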
# The depositor's hits bear a star; / = no result given. Not a hit list (roughly 3.3% active in at least one column).
SMILES,ATG4B inhibitor,beta cell repl,hIAP block,APOBEC3G inh,MPTP block,A3A deaminase,mIAP block,hIAP activ,mIAP activ
CCc1cc(=O)oc2cc(OC(=O)CN3C(=O)NC4(CCCC4)C3=O)ccc12,10,4,-13,-4,0.0,0,-1,1.1,1
Cc1ccc(C)n1-c1c(C(=O)NN)cnn1-c1ccccc1,4,0,-7,-5,1.1,-2,0,1.1,1
O=C(COc1ccccc1F)Nc1nnc(C2CCCC2)s1,-3,3,18,-8,-1.7,-4,8,0.82,0.92
CCCCOc1ccc(C(=O)N/C(=C/C=C/c2ccccc2)C(=O)O)cc1,-4,4,12,-5,1.4,-2,10,0.88,0.9
CN1C[C@@H]2C(c3ccc(C(F)(F)F)cc3)C3(c4cccnc4)CC2(C3)[C@H]1c1ccccc1 (some centres not stated),-8,-8,2,11,3.3,0,-1,0.98,1
NS(=O)(=O)c1ccc(CCNC(=O)CNC(=O)Cc2cccc3ccccc23)cc1,-9,5,-8,-4,0.2,2,5,1.1,0.95
Clc1cc(Cl)c(OCc2nc(-c3ccccn3)no2)cc1Cl,4,-1,0,-3,-2.1,2,7,1,0.93
CSc1nc(-c2ccc(Cl)cc2)nn1S(=O)(=O)c1ccc(Cl)cc1,-6,-4,1,-6,-4.1,-3,17,0.99,0.83
COc1ccc2c(c1OC)C(=O)N1C2SC(C)(C)[C@H]1C(=O)NC1CC1 (some centres not stated),-17,-4,3,0,-0.1,-2,14,0.97,0.86
Cc1cc(NC(=O)CSc2ncccc2C(=O)O)no1,-5,0,13,-2,-1.6,-1,-13,0.87,1.1
CC1CCCN(S(=O)(=O)c2ccc3c(c2)c(=O)nc2ccccn23)C1 (configuration not stated),-1,1,16,-12,-0.2,-1,1,0.84,0.99
O=C(CCNC(=O)c1ccccc1)Nc1ccc(S(=O)(=O)Nc2ncccn2)cc1,2,0,-4,0,0.0,4,10,1,0.9
O=C(O)CC12CC3CC(C1)CC(n1cncn1)(C3)C2,-1,-2,5,-5,0.3,-1,-6,0.95,1.1
O=C(O)CCC(=O)Nc1nc(-c2ccccc2)cs1,-2,-3,-28,-7,0.7,-5,5,1.3,0.95
COCCCN(C(=O)c1ccco1)c1nc(-c2cc(OC)ccc2OC)cs1,-7,5,-11,-5,4.1,-2,-2,1.1,1
CC(C)C(=O)Nc1cccc(C(=O)OCC(=O)c2ccc(Cl)cc2Cl)c1,8,-5,-56,1,10,-1,-1,1.6,1
O=C(Oc1cccc(-n2cnnn2)c1)c1ccccc1Cl,-11,-4,-9,-3,-3.2,1,-1,1.1,1
COC(=O)c1cc(=O)n(Cc2cccs2)c(=NCc2cccs2)s1,9,-3,-4,-5,1.6,-2,7,1,0.93
S=c1[nH]nc(-c2ccccc2)n1C1C=CCCC1 (configuration not stated),0,3,2,42*,-1.6,-1,-2,0.98,1
C=CCOc1ccccc1C1NC(=O)NC(C)=C1C(=O)NCc1ccccc1 (configuration not stated),-2,0,7,-5,-2.3,-1,7,0.93,0.93

# Structures listed so far with fluorine, in the order listed:
SMILES,ATG4B inhibitor,beta cell repl,hIAP block,APOBEC3G inh,MPTP block,A3A deaminase,mIAP block,hIAP activ,mIAP activ
O=C(COc1ccccc1F)Nc1nnc(C2CCCC2)s1,-3,3,18,-8,-1.7,-4,8,0.82,0.92
CN1C[C@@H]2C(c3ccc(C(F)(F)F)cc3)C3(c4cccnc4)CC2(C3)[C@H]1c1ccccc1 (some centres not stated),-8,-8,2,11,3.3,0,-1,0.98,1

# Additional records
SMILES,ATG4B inhibitor,beta cell repl,hIAP block,APOBEC3G inh,MPTP block,A3A deaminase,mIAP block,hIAP activ,mIAP activ
COc1ccc(COc2cc(-c3cccc(OC)c3)nc3ccc(NC(C)=O)cc23)cc1,-22,-3,-15,-8,-2.0,8,-5,1.2,1
CC(C)CNC(=O)NC1C(NC(=O)NCC(C)C)N(C)C(=O)N1C (configuration not stated),13,1,5,-3,-3.0,-4,-10,0.95,1.1
O=C(N/C(=C/c1ccc(Br)cc1)C(=O)N1CCCC1=O)c1ccco1,-1,2,-41,-2,0.1,-1,3,1.4,0.97
CCC(=O)N1CCN(c2cc3c(cc2F)c(=O)c(C(=O)O)cn3CC)CC1,2,-1,-4,-6,0.3,-5,0,1,1
Cc1ccc(C(=O)N/N=C\c2cccc(OC(=O)c3cccc(F)c3)c2)cn1,-10,-2,11,-6,1.4,-1,-2,0.89,1
CNC(=O)CC1C(=O)N(Cc2ccccc2)C(=S)N1NC(=O)c1cccc(F)c1 (configuration not stated),-1,3,-8,-3,-0.7,-3,13,1.1,0.87
CC(C)n1nnnc1SCC(=O)c1c(N)n(C2CC2)c(=O)[nH]c1=O,10,-1,-2,-5,-0.2,0,-2,1,1
O=C(O)CC/C(=C\c1ccc2c(c1)OCO2)c1nc2ccccc2s1,10,-5,19,-10,0.8,-2,-3,0.81,1
CN1CCN(C(=O)CN(c2cccc(Cl)c2)S(=O)(=O)c2ccccc2)CC1,1,-2,13,-9,0.3,-6,5,0.87,0.95
COCCSc1nc(N)c(NC(=O)c2ccc(OC)cc2)c(=O)[nH]1,-11,-2,-4,-8,-0.3,-7,2,1,0.98
CCC(=O)Nc1ccccc1C(=O)NC1CCCCC1,-7,-2,-3,1,-0.5,5,-1,1,1
COc1ccccc1OCc1nc(C#N)c(N2CCCC2)o1,0,3,4,-7,-1.2,3,5,0.96,0.95
CN(C(=O)CSc1nnc2n1CCCCC2)C1(C#N)CCCCC1,2,-2,6,-3,0.5,-1,0,0.94,1
O=C(NNC(=O)C1CCCCC1)C(=O)NC1CCCCC1,1,0,-52,-2,-2.2,-1,13,1.5,0.87
O=C1CCN(C2CCN(Cc3nc(Cc4ccccc4F)no3)CC2)CCN1,-2,1,-14,-4,1.6,-3,2,1.1,0.98
CC1C(C(=O)Nc2ccccc2)CCCC1(C)C(=O)O (configuration not stated),-1,3,25,-3,-0.2,-2,6,0.75,0.94
CN(C)N=Nc1nc[nH]c1C(N)=O,2,5,8,-5,-1.9,-2,14,0.92,0.86
CCOC(=O)C1=C(O)/C(=C\c2cc(C)n(-c3ccc(F)cc3)c2C)N=C1C,-11,-3,10,2,2.3,-1,6,0.9,0.94
COc1ccc(-c2ccc(-c3noc(C)n3)c(OC)n2)cc1,5,-2,-11,-7,-2.0,-5,3,1.1,0.97
CCOc1ccc(N2CC(C(=O)N3CCCCC3)CC2=O)cc1 (configuration not stated),8,0,-2,-7,-2.9,-3,-4,1,1
O=C(Cc1ccccc1[N+](=O)[O-])NCc1ccc(Cl)cc1Cl,12,-1,10,-6,-1.8,-6,0,0.9,1
CCOC(=O)C(NC(=O)Nc1cccc(C)n1)(OCC(F)(F)F)C(F)(F)F (configuration not stated),-7,-4,-16,-11,2.9,-3,-4,1.2,1
Oc1ccccc1CNc1cccc2cccnc12,-5,-7,-13,-2,3.8,5,18,1.1,0.82
CN(CC(=O)Nc1ccccc1Cl)C(=O)CSc1nnc(-c2ccco2)o1,-8,-1,-7,-10,1.1,-1,6,1.1,0.94
CCN(CC)CCCNC(=O)Cn1nc([N+](=O)[O-])c(Cl)c1C,13,1,-1,-6,-1.7,0,2,1,0.98
COc1ccc(OC)c(NC(=O)Cn2cccc2)c1,12,1,-47,-3,-1.3,-2,5,1.5,0.95
O=C(CSc1nccc(=O)[nH]1)Nc1cccc2ccccc12,-2,0,28,-5,2.0,-2,-4,0.72,1
CSCCC(NS(=O)(=O)c1ccc2c(c1)oc(=O)n2C)C(=O)NCc1ccc(C)cc1 (configuration not stated),1,1,7,-5,2.3,-2,6,0.93,0.94
CCCCn1c(SCC(=O)NNC(=O)c2ccco2)nnc1-c1ccco1,-10,-1,-51,-2,-1.3,0,0,1.5,1
CCOC(=O)CN=C(NS(=O)(=O)c1ccc(Cl)cc1)c1ccccc1,5,2,-7,-6,-0.4,-1,1,1.1,0.99
CCCOc1cccc(C2C(C(=O)c3cccs3)=C(O)C(=O)N2CCN2CCOCC2)c1 (configuration not stated),0,-1,5,-9,-0.3,-4,-7,0.95,1.1
CC(=O)NC1=NC(=O)/C(=C/c2cc(C)n(-c3ccc(NC(C)=O)cc3)c2C)S1,3,-4,1,-5,1.2,-10,7,0.99,0.93
Cc1ccc(C(C)NC(=O)c2cccs2)cc1 (configuration not stated),5,-1,-14,1,2.6,1,-7,1.1,1.1
O=C(Nc1ccccc1)Nc1ccc(C(=O)N2CCCC2)cc1,-2,-4,-3,-2,2.6,3,-22,1,1.2
CNC(=S)Nc1cccc([N+](=O)[O-])c1,4,0,2,-6,2.3,1,2,0.98,0.97
CCc1nnc(NC(=O)C(C)C)s1,-9,-1,-2,3,-3.3,2,39,1,0.61
COc1ccc(C(O)(CCc2ccccc2)CCN2CCCCC2)cc1 (configuration not stated),4,-1,3,0,-1.2,5,-5,0.97,1
CSCCC(NC(=O)c1ccc(Cl)cc1Cl)C(=O)NNC(=O)c1csc(N2CCOCC2)n1 (configuration not stated),3,1,-85,-5,0.8,-2,2,1.8,0.98
COc1ccccc1N1C(=O)c2cccnc2C1=O,0,-3,-12,-7,0.4,-6,-1,1.1,1
COC(OC)c1ccnc(SCc2ccccc2Cl)n1,4,1,9,-2,1.3,5,-4,0.91,1
O=C(O)CSc1nnc(NC(=O)c2ccc3c(c2)OCO3)s1,5,-5,-13,-10,-1.0,-2,0,1.1,1
Cc1ccc(C(=O)NNC(=O)c2cc(C)nc3ccccc23)cc1,-3,3,5,-3,-0.3,-1,5,0.95,0.95
Cc1ccc(NC(=O)c2ccc(F)cc2F)cc1NS(C)(=O)=O,0,4,17,12,0.9,-2,12,0.83,0.88
Cc1cccc(C(=O)N2CCc3cc(-c4nc(NC(=O)Cn5nnc6ccccc6c5=O)sc4C)ccc32)c1,/,0,-11,-9,/,-3,24,1.1,0.77
O=c1c2[nH]c3ccccc3c2nc2n1CCCS2,9,-1,-1,-7,1.0,0,10,1,0.9
CCCCn1c(C)nc2cc(S(=O)(=O)N3CCOCC3)ccc21,6,0,6,-5,-0.3,-2,2,0.94,0.98
COc1cc(C(C(=O)NC2CCCCC2)N(Cc2cccs2)C(=O)Cc2c[nH]c3ccccc23)cc(OC)c1OC (configuration not stated),-14,-3,-16,-10,6.5,0,-14,1.2,1.1
COC(=O)Nc1nc2c(s1)CCCC2,-3,-1,-25,-2,-1.4,2,-5,1.2,1.1
O=C(/C=C/c1ccc(S(=O)(=O)N2CCOCC2)cc1)N1CCN(c2ccc(F)cc2)CC1,-10,-1,18,-6,3.8,-1,1,0.82,0.99
Oc1cncc(Cc2ccccc2)c1,5,0,-1,-8,-1.5,-3,-1,1,1
O=C(Nc1cccc(S(=O)(=O)NC2=NCCCCC2)c1)C1COc2ccccc2O1 (configuration not stated),-3,-2,-13,-1,1.6,24,-18,1.1,1.2
